Compound activity: PubChem BioAssay, several laboratories
GalR3 antag = antagonists of human GalR3; O60755; HEK293 GalR3-CNG cAMP membrane potential fluorescence; galR3 body fused to GalR1 C-terminus; inhibition, % at 3 µM; 0.44% of 360,000 active; AID 651719;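 active means inhibition above the screen-wide average plus 3 SD, cut at about 13% in these data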;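 further: forskolin and galanin both at EC90 stimulate the cells; cAMP rise reported by CNG channel membrane potential dye signal; 0% = forskolin plus galanin with DMSO and 100% = forskolin alone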
FID counter = displaces DNA intercalator in HCV helicase counter-screen | DNA fluorescent intercalator displacement, fluorescence | inhibition, % at 7.9 µM | 0.17% of 290,000 active | AID 1845; in the data active means inhibition above about 37%;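 further: 0% = vehicle and 100% = reference compound; higher means more ethidium bromide displaced from hairpin DNA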
V1R ag counter = counter-screen for oxytocin receptor agonists: human V1a receptor agonists. P37288. CHO-V1R cells, Fluo-8 calcium fluorescence, agonist mode; 0% DMSO, 100% 3 nM vasopressin. activation, % at 3 µM. 0.25% of 320,000 active;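 active means activation above the mean activation of all tested compounds plus 3 SD, per screening run, cut at about 20% in these data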;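 further: signal is peak over basal fluorescence ratio across a 100 second FLIPR read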
GPR7 antagonist = antagonists of human GPR7 (neuropeptides B/W receptor 1) | GPR7-expressing cells, fluorescence antagonist assay | inhibition, % at 4.4 µM | 1.1% of 290,000 active | AID 1861; in the data active means inhibition above about 16%, passing the limit was not always enough;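 further: cells stimulated with the agonist NPW; 0% = agonist with vehicle and 100% = vehicle without agonist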
Target sequence (P48145 whole entry, looked up): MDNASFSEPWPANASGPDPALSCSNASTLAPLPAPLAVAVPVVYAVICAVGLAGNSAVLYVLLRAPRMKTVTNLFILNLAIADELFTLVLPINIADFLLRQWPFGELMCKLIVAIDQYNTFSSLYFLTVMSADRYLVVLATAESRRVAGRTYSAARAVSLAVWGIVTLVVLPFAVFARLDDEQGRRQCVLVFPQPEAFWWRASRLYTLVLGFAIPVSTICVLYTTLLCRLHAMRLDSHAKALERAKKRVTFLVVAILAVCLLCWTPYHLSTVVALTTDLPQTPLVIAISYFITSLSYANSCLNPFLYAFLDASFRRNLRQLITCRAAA
VIM-2 inh = inhibitors of Pseudomonas aeruginosa VIM-2 metallo-beta-lactamase | purified VIM-2, nitrocefin hydrolysis, epi-absorbance fluorescence | inhibition, % at 5.6 µM | 0.89% of 290,000 active;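 active means inhibition above the mean of all tested compounds plus 3 SD, cutoff set per screening run, cut at about 7.5% in these data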;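 further: red hydrolysis product quenches plate fluorescence so inhibitors raise well fluorescence; 0% = enzyme with DMSO and 100% = DMSO without enzyme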
IMP-1 inhibitor = blocks Pseudomonas aeruginosa IMP-1 metallo-beta-lactamase; AID 1556; 0.45% of 290,000 active; purified IMP-1, nitrocefin hydrolysis, epi-absorbance fluorescence; inhibition, % at 5.6 µM;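 active means inhibition above the mean plus 3 SD of all compounds in the same screening run, cut at about 4.5% in these data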;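 further: 0% = IMP-1 with DMSO and 100% = DMSO wells lacking enzyme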
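System: Purified recombinant IMP-1 metallo-beta-lactamase enzyme | Measured by: Fluorescence quenching readout, ex 480/em 530 nm | Replication: Singlicate | Incubation: 15 min preincubation plus 25 min reaction at 25 °C | Evaluation: Percent inhibition from optical density relative to buffer-blank wells | Benchmarks: DMSO with and without IMP-1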
OXTR ag = agonists of human oxytocin receptor | P30559 | CHO-OTR cells, Fluo-8 calcium fluorescence; normalized: DMSO 0%, oxytocin 100% | activation, % at 3 µM | 0.32% of 320,000 active | AID 2435;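 active means activation above the mean of all tested compounds plus 3 SD, cutoff set per screening run, cut at about 20% in these data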;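 further: peak over basal fluorescence ratio from a 100 s FLIPR kinetic read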
Target sequence (P30559 whole entry, looked up): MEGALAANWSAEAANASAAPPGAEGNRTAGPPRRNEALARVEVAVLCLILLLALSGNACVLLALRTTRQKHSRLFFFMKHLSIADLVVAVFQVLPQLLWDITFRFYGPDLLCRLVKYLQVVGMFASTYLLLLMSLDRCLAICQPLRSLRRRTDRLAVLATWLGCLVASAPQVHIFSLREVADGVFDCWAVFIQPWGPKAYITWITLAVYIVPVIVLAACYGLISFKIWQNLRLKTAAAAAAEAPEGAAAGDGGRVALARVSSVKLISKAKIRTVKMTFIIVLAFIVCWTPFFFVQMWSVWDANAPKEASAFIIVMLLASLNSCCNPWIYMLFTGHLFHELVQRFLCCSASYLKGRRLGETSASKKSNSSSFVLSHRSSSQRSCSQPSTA
PHOSPHO1 block = blocks human PHOSPHO1 phosphatase activity; Q8TCT1; recombinant PHOSPHO1, absorbance phosphatase assay; inhibition, % at 13.3 µM; 1.1% of 290,000 active; AID 1565; in the data active means inhibition above about 60%
Target sequence (Q8TCT1 whole entry, looked up): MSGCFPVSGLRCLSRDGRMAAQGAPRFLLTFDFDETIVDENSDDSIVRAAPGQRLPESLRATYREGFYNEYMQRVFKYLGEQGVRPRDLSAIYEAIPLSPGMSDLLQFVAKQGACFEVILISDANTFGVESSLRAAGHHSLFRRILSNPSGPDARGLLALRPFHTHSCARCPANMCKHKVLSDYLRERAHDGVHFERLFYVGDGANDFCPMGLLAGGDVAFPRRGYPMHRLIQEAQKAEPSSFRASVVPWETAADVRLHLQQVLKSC
NS3 helicase inh = blocks Hepatitis C virus NS3 helicase unwinding. NS3 helicase DNA unwinding, Cy5 molecular beacon fluorescence. inhibition, % at 10.9 µM. 0.56% of 290,000 active. AID 1800;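 active means inhibition above the mean of all tested compounds plus 3 SD, set per campaign, cut at about 35% in these data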;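 further: 0% = DMSO wells and 100% = thioflavine S control wells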
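Assay system: hepatitis C virus NS3 helicase domain fragment enzyme. Also added: annealed dual-labelled DNA beacon duplex, ATP-started. Timing: 1 h reaction at 25 °C, ATP-initiated. Technique: Cy5 fluorescence at 0 and 60 min, beacon hairpin quenching. Evaluation: % inhibition of unwinding. Replication: one well per compound.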
Starred values were filed as active, the others as inactive; / = no result given.

mol,GalR3 antag,FID counter,V1R ag counter,GPR7 antagonist,VIM-2 inh,IMP-1 inhibitor,OXTR ag,PHOSPHO1 block,NS3 helicase inh
C/C(=C\c1ccccc1)C(=O)NCCc1ccccc1,-3,-10,-0.9,6,-3.8,-1.5,-2.0,6,7
CC(=O)N1CCc2cc(S(=O)(=O)NC(Cc3ccccc3)C(=O)NC3CCCCCC3)ccc21 (stereo unspecified),-5,-28,-1.6,12,0.9,-1.2,-0.7,0,9
CCCN(CCC)CCCOC(=O)c1ccc(Cl)cc1Cl,-5,6,1.0,-4,-2.0,-0.3,1.2,-18,-3
Cc1c(C(C)(C)C)sc(=NC(=O)c2ccccc2O)n1C,-12,-20,3.6,-8,0.4,0.4,2.2,22,-19
CCOc1ccc(-c2csc(NNC3=NCCCCC3)n2)cc1,-5,3,-1.3,7,-1.7,-1.8,-1.0,37,-6
CCOc1ccc2oc(C(=O)NC(C)(C)CC)c(C)c2c1,-4,-12,-0.7,-7,-6.0,-4.0,-2.4,-23,-1
COc1ccccc1-c1nnc(C2CCN(S(=O)(=O)c3cccc([N+](=O)[O-])c3)CC2)o1,-9,-61,5.8,-1,-0.7,-0.8,6.1,16,-3
COc1cccc(NC(=O)C2CCN(C(=O)NC3CCCCC3)CC2)c1,-10,-21,0.2,2,-1.5,-1.5,-0.5,63*,0
COc1ccccc1/C=N/NC(=O)C(=O)NCc1cccnc1,-6,-5,-1.8,-3,-2.4,-5.7,-1.9,45,-3
COc1ccc(-n2ncc3c(=O)n(CC(=O)Nc4ccc5c(c4)OCCO5)cnc32)cc1,3,-11,0.0,4,-2.2,-1.2,-0.9,15,1
CCCNS(=O)(=O)c1ccc(C(=O)NCC2CCCO2)cc1 (stereo unspecified),7,-2,0.0,-5,-1.3,-4.8,-0.3,17,7
O=C(Nc1ccccc1)C(Cl)C(=O)c1ccccc1 (stereo unspecified),-10,2,4.2,19,3.7,0.4,1.0,19,6
COc1ccc(-c2nc(-c3ccccc3)nc(N3CCN(C)CC3)c2C#N)cc1,-3,-3,-0.2,-6,-4.8,-1.5,0.3,44,-19
Cc1nnc(SCC(=O)Nc2ccc([N+](=O)[O-])cc2)n1C,0,-4,-0.2,-1,0.1,0.9,-0.8,-12,22
COc1ccccc1CNc1nc2ccccc2n1CCN1CCCCC1,1,7,0.8,9,-2.6,-4.4,-0.5,17,-5
COc1cccc(C2NC(=O)NC(C)=C2C(=O)Nc2ccc(C)cc2)c1OC (stereo unspecified),-2,-15,0.7,1,-2.4,-2.3,0.5,11,-8
CC(=O)c1cccc(NC(=O)Nc2ccc(C(=O)N3CCOCC3)cc2)c1,3,-13,0.5,-2,-1.3,-4.9,0.8,-45,-1
NC(=O)C1(N2CCCCC2)CCN(C(=O)c2ccccc2)CC1,/,-1,1.0,0,-4.5,-3.7,0.4,-9,4
O=C(Nc1ccc(N2CCN(C(=O)c3ccccc3)CC2)cc1)c1ccc(Br)o1,-5,-33,4.0,38*,-0.8,-0.7,1.4,0,-11
Cc1cc(NC(=S)N(Cc2ccc(Cl)cc2)Cc2ccc(C(=O)O)cc2)ccc1Cl,-10,-23,0.3,-10,-1.0,-1.8,-0.8,-10,11
COc1ccc(/C=N/NC2=NCCCCC2)cc1,-9,-4,1.7,-1,-2.6,-4.7,0.4,13,-4
COCCN1C(=O)/C(=C/c2ccc(N3CCCC3)cc2)SC1=S,-2,-11,28*,1,4.6,4.5*,16,-12,12
Cn1c(=O)n(Cc2ccccc2)c(=O)c2c1nc1n2CCN1Cc1ccco1,-7,-22,0.1,-13,-3.3,-3.1,0.2,-24,-1
COc1ccc(OC)c(C2=NS(=O)(=O)N(C)C(C(=O)NCc3ccco3)=C2)c1,-6,-9,3.8,1,-2.7,-4.2,1.6,11,-11
COCCn1c(=S)[nH]c2ccccc21,0,-6,-0.2,-13,-3.9,-4.1,0.4,-70,2
Cc1ccccc1NC(=O)CN1C(=O)NC(C)(CCc2ccccc2)C1=O (stereo unspecified),2,-12,1.1,-5,-1.7,-3.6,0.2,36,4
CCN1CCN(C(=O)CSc2nc(N)cc(N)n2)CC1,-4,1,-0.1,-15,-2.7,-3.4,0.6,4,12
COc1cc(/C=N/Nc2nc(-c3ccc(S(=O)(=O)N(C)C)cc3)cs2)ccc1O,-4,-4,2.8,-2,-1.6,-5.0,3.9,-69,13
CCOC(=O)c1c(NC(=O)CN2CCCc3ccccc32)sc(C)c1C,-1,0,-1.4,-4,-2.6,-3.8,-1.6,17,1
CCc1nnc(SCC(=O)Nc2nnc(C)s2)n1CC1CCCO1 (stereo unspecified),1,-7,0.3,-13,-3.2,-2.8,-0.1,/,4
CSc1ccccc1NC(=O)CCc1ccccc1,-4,-3,-0.6,-12,0.5,-2.1,-2.1,23,-12
CC(C)CC(NC(=O)C(CC(C)C)NC(=O)OC(C)(C)C)C(=O)O (stereo unspecified),2,-9,0.7,-9,-5.2,-3.3,-0.8,-9,5
N#CCSc1nc2ccccc2c2nc3ccccc3n12,-9,-4,-0.4,-4,3.1,-4.0,0.3,3,3
Cc1cc(C(F)(F)F)nc(Nc2nc(C)c3ccccc3n2)n1,-4,-6,0.6,-7,-1.6,-2.4,-0.5,-4,-3
Cc1ccc(NC(=O)Nc2nnc(-c3ccncc3)s2)cc1,-7,-12,11,-1,-4.1,-1.8,14,41,-5
CC(=O)c1ccc(OCC(C)Oc2ccc(C#N)cc2)cc1 (stereo unspecified),1,-13,1.5,18,-3.2,-2.6,1.6,15,2

A different layout for part of the listing above:
Under each structure: GalR3 antag	FID counter	V1R ag counter	GPR7 antagonist	VIM-2 inh	IMP-1 inhibitor	OXTR ag	PHOSPHO1 block	NS3 helicase inh
CC(C)CC(NC(=O)C(CC(C)C)NC(=O)OC(C)(C)C)C(=O)O (stereo unspecified)
    2	-9	0.7	-9	-5.2	-3.3	-0.8	-9	5
N#CCSc1nc2ccccc2c2nc3ccccc3n12
    -9	-4	-0.4	-4	3.1	-4.0	0.3	3	3
Cc1cc(C(F)(F)F)nc(Nc2nc(C)c3ccccc3n2)n1
    -4	-6	0.6	-7	-1.6	-2.4	-0.5	-4	-3
Cc1ccc(NC(=O)Nc2nnc(-c3ccncc3)s2)cc1
    -7	-12	11	-1	-4.1	-1.8	14	41	-5
CC(=O)c1ccc(OCC(C)Oc2ccc(C#N)cc2)cc1 (stereo unspecified)
    1	-13	1.5	18	-3.2	-2.6	1.6	15	2

More entries
mol,GalR3 antag,FID counter,V1R ag counter,GPR7 antagonist,VIM-2 inh,IMP-1 inhibitor,OXTR ag,PHOSPHO1 block,NS3 helicase inh
CC1Cc2ccccc2N1S(=O)(=O)c1cnc[nH]1 (stereo unspecified),1,1,0.6,-9,-1.8,-1.7,0.4,16,6
Cc1nn(C(CC(=O)O)C(=O)O)c(C)c1Br (stereo unspecified),5,2,-0.2,-15,-1.8,-0.6,1.4,14,-10
Cc1cccc(C)c1NC(=O)N1CC(C)OC(C)C1 (stereo unspecified),2,-3,2.1,4,1.2,-1.6,-0.6,-42,4
O=C(c1cc(-c2ccc(Cl)cc2Cl)on1)N1CCOCC1,-8,-16,2.2,3,-3.1,-5.3,1.2,-31,-1
C=C(C)C(=O)Nc1nnc(-c2ccccc2C)s1,-4,-7,/,-3,-8.0,-3.2,/,3,-1
COc1ccccc1NC(=O)Nc1ccncc1,-6,0,0.7,-3,-2.2,-3.2,0.6,9,6
O=C(CN1CCC(O)(c2cccc(C(F)(F)F)c2)CC1)NCCc1ccccc1,-9,0,1.9,-10,-1.9,-0.5,0.6,29,-7
COc1cc(OC)c2c(-c3ccccc3)cc(=O)oc2c1C(CCN1CCCC(C)C1)c1ccc2c(c1)OCO2 (stereo unspecified),-7,/,3.6,/,/,/,10,26,/
CCN(CC)C(=O)Cn1cnc2sc(C)c(S(=O)(=O)N3CCC(C)CC3)c2c1=O,-7,-24,0.9,3,-1.2,-0.7,0.7,40,-4
Cc1ccc(C2C(C#N)=C(N)Oc3cc(C)oc(=O)c32)o1 (stereo unspecified),-1,-2,0.5,5,-3.5,-2.0,0.4,8,8
O=S(=O)(NCCCN1CCOCC1)c1ccc2ccccc2c1,-4,2,1.1,-3,-1.3,-3.4,0.1,10,-5
COc1ccccc1CCN1CCCC(CN(C)C(=O)CCC(N)=O)C1 (stereo unspecified),-6,1,0.4,0,2.6,2.5,-1.8,-13,2
O=C(Nc1ccc2c(c1)OCCO2)C1CCCN(S(=O)(=O)c2cccc3nsnc23)C1 (stereo unspecified),-8,-6,1.8,-1,-4.2,-3.7,0.0,4,-9
O=C(N/N=C/c1cccs1)[C@H]1C[C@@H]1c1ccccc1,-10,-3,0.9,-6,-0.8,-1.4,1.7,-24,-9
CCCCN1C(=O)c2ccc(C(=O)Nc3ccc(C)c(S(=O)(=O)N(C)C)c3)cc2C1=O,-11,1,11,3,-2.0,-1.9,5.7,-18,2
CC(C)N(CCNCc1nnc(-c2ccccc2)o1)C(C)C,-6,3,0.0,-4,-0.7,-1.8,0.5,4,-14
c1ccc(-c2cc(-c3nc4ccccc4[nH]3)c3ccccc3n2)cc1,-7,-16,1.8,-4,-2.0,-1.7,-0.1,-12,-6
CC(C)(C)c1ccc(C(=O)NC(=S)Nc2ccc(N3CCOCC3)cc2)cc1,-4,1,-0.2,7,0.1,2.3,0.0,-14,-7
CCOc1ccc(NC(=O)CN(C)C(=O)CC2CC3CCC2C3)cc1OCC (stereo unspecified),0,-33,0.9,-3,-2.3,-1.6,-2.4,9,-2
C[C@H](NC(=O)[C@@H]1CSC2c3ccccc3C(=O)N21)C(=O)NCCc1ccc(F)cc1 (stereo partly specified),-3,-41,0.9,-5,-0.5,1.4,3.4,22,0
O=S(=O)(c1ccc(Br)s1)N1CCC2(CC1)OCCO2,-4,-14,0.1,-8,-2.9,-4.3,-0.5,13,-1
CCOC(=O)C1=C(CS(=O)(=O)c2ccc(C)cc2)NC(=O)NC1c1ccc(O)c(OC)c1 (stereo unspecified),-7,-17,0.0,-8,-3.0,-4.6,-0.3,58,16

Record cards, from the list above. Values in the order: GalR3 antag | FID counter | V1R ag counter | GPR7 antagonist | VIM-2 inh | IMP-1 inhibitor | OXTR ag | PHOSPHO1 block | NS3 helicase inh
Listed for `O=C(Nc1ccc2c(c1)OCCO2)C1CCCN(S(=O)(=O)c2cccc3nsnc23)C1` (stereo unspecified) → -8 | -6 | 1.8 | -1 | -4.2 | -3.7 | 0.0 | 4 | -9
Listed for `CC(C)N(CCNCc1nnc(-c2ccccc2)o1)C(C)C` → -6 | 3 | 0.0 | -4 | -0.7 | -1.8 | 0.5 | 4 | -14
Listed for `O=C(N/N=C/c1cccs1)[C@H]1C[C@@H]1c1ccccc1` → -10 | -3 | 0.9 | -6 | -0.8 | -1.4 | 1.7 | -24 | -9
